Screening results deposited in PubChem BioAssay by National Center for Advancing Translational Sciences (NCATS).
HT1080 IDH1KD tx – HT-1080 IDH1 knockdown cell toxicity (counter line); HT-1080 IDH1 knockdown viability, ATP luminescence, 48 h; Potency, µM (top dose mostly 46.1 µM), for inactives: at the top dose activity, negative = toxicity, actives largely listed as cytotoxic; 360,000 compounds, 2% hits;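 also: potency is read from the fitted curve at half-maximal effect; 0% = DMSO wells and -100% = cell-free medium wells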
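IDH1KD HT-1080 cells, 750/well, RPMI + 5% FBS; compound pinned after 2 h settling; 48 h, 37 °C; CellTiter-Glo luminescence; % activity normalised to DMSO and no-cell wells; curves fitted, classed by r2 and efficacy.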
SW480 rereplic – induces DNA re-replication in SW480 colon adenocarcinoma cells; SW480 DNA re-replication, Hoechst DNA content imaging, 48 h; Potency, µM (top dose mostly 46.1 µM), for the others: at the top dose re-replication activation, usual class: activators; 340,000 compounds, 1.8% hits; also: potency is read from the fitted curve at half-maximal effect; % of control where 0% means no effect; nearly all actives have a fitted effect of over 55% in size
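Image-based DNA-content assay: after two days of treatment, nuclei were labelled with the DNA dye Hoechst and imaged, and hits were compounds raising the count of nuclei showing high fluorescence intensity.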
HT1080-NT tox – kills 2HG-producing HT-1080-NT fibrosarcoma cells. 360,000 compounds, 1.6% hits. AID 686970. HT-1080-NT fibrosarcoma viability, CellTiter-Glo ATP luminescence, 48 h. Potency, µM (top dose mostly 46.1 µM), without a hit: at the top dose activity, negative = less viability, hits mostly cytotoxic;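 also: NT is the 2HG producing partner of a matched IDH1 knockdown line; potency is read from the fitted curve at half-maximal effect; 0% = DMSO-treated cells and -100% = media-only wells without cells; nearly all actives have a fitted effect of over 55% in size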
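HT-1080-NT; 750 cells/well; 5% FBS RPMI; 48 h compound, 37 degrees C; CellTiter-Glo luminescence; curve fitting and curve-class assignment.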
MCF10A rereplic – DNA re-replication induction in MCF 10a cells; AID 624296; Potency, µM (titrated, usually from 46.1 µM), for inactives: at the highest dose activity, positive = re-replication, most hits filed as activators; 350,000 compounds, 2.9% hits; MCF 10A DNA re-replication, Hoechst nuclear intensity, 48 h; also: potency is read from the fitted curve at half-maximal effect; % of control where 0% means no effect; nearly all actives have a fitted effect of over 50% in size
KB-V1 MDR tox – kills drug-selected multidrug resistant KB-V1 cells | KB-V1 MDR cells viability, CellTiter-Glo, 72 h | Potency, µM (top dose mostly 46.1 µM), inactives show at the highest dose activity change, negative = cytotoxicity, usual class: cytotoxic | 400,000 compounds, 3.4% hits | AID 1347076; also: potency is read from the fitted curve at half-maximal effect; % is scaled to controls: 0 for no effect and ±100 for the full control effect; nearly all actives have a fitted effect of over 60% in size
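KB-V1 cells (P-gp-expressing MDR subline of KB-3-1) in phenol-red-free DMEM with 10% FBS were exposed to library compounds over a concentration series for 72 h at 37 degrees C. Viability read by CellTiter-Glo luminescence; concentration-effect curves fitted after normalization.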
WRN helicase inh – blocks human WRN helicase; 360,000 compounds, 0.46% hits; Potency, µM (highest dose often 114 µM), for inactives: at the highest dose activity change, negative = inhibition, usual class: inhibitors; WRN helicase unwinding, fluorescent forked duplex, kinetic; Q14191; also: potency is read from the fitted curve at half-maximal effect; % is scaled to controls: 0 for no effect and ±100 for the full control effect; nearly all actives have a fitted effect of over 55% in size
Target sequence (Q14191 whole entry, looked up): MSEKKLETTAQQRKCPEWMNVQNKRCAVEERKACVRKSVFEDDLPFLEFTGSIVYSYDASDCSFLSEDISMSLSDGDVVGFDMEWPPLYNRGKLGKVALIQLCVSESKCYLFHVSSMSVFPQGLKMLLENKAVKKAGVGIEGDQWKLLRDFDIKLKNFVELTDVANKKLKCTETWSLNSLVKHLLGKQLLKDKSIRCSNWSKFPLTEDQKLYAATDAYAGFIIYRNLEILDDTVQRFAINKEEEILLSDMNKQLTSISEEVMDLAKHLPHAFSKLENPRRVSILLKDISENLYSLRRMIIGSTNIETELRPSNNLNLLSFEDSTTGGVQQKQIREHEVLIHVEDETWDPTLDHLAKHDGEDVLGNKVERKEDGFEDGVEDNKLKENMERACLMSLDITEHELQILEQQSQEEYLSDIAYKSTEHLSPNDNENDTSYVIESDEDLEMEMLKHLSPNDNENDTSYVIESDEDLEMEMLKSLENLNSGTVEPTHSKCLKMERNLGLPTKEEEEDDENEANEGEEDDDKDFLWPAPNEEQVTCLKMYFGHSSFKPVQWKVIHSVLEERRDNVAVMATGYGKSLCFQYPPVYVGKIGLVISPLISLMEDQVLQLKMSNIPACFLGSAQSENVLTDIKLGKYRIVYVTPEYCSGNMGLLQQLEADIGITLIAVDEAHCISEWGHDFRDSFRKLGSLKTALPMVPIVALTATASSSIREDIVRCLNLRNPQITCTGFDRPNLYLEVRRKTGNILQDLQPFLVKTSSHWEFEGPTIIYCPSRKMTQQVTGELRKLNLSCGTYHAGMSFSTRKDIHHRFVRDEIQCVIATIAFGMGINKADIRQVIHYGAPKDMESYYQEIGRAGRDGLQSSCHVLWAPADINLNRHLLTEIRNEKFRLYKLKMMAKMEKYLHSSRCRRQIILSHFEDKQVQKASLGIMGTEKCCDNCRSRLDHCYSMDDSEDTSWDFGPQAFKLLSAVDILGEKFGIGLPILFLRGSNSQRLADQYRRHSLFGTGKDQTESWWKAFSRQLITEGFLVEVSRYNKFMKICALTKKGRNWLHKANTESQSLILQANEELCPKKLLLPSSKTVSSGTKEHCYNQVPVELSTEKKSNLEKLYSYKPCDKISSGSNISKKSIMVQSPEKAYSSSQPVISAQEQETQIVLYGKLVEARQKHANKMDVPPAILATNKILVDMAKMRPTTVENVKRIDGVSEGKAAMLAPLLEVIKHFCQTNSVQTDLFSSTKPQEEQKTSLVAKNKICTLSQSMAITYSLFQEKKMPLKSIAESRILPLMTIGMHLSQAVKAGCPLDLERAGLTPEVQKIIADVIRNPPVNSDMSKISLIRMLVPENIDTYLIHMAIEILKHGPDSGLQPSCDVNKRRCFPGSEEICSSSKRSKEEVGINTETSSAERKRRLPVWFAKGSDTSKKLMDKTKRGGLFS
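Kinetic red-fluorescence monitoring (525/598 nm) tracks WRN helicase activity after 100 nM fluorophore-quencher forked duplex and 2 mM ATP are added to 20 nM enzyme pretreated 15 min at room temperature with compound.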
KB-3-1 tox – kills parental KB-3-1 adenocarcinoma cells. 400,000 compounds, 1.4% hits. Potency, µM (top dose mostly 46.1 µM), for the others: at the highest dose activity change, negative = cytotoxic, usual class: cytotoxic. KB-3-1 viability, CellTiter-Glo ATP luminescence, 72 h; also: potency is read from the fitted curve at half-maximal effect; % is scaled to controls: 0 for no effect and ±100 for the full control effect; nearly all actives have a fitted effect of over 60% in size
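KB-3-1 parental drug-naive adenocarcinoma cells in DMEM/10% FBS, incubated 72 h at 37 C with pin-transferred compounds across a concentration series. Viability by CellTiter-Glo luminescence; concentration-response curves fitted after normalization.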
ATXN2 expr inh – ATXN2 expression inhibition; AID 1745845; Potency, µM (highest dose often 57 µM), inactives show at the highest dose activity change, negative = inhibition, hits mostly inhibitors; 360,000 compounds, 0.72% hits; HEK-293 ATXN2-luciferase reporter, luminescence, 24 h; also: potency is read from the fitted curve at half-maximal effect; % is scaled to controls: 0 for no effect and ±100 for the full control effect; nearly all actives have a fitted effect of over 55% in size
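ATXN2-luciferase reporter cells (luciferase flanked by upstream and downstream ATXN2 gene portions) were treated 24 h at 37 °C with compounds at up to 57 uM. SteadyGlo luminescence gave expression; GF-AFC fluorescence gave viability.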
IL-1B inflam inh – inhibitors of inflammasome signaling (IL-1 beta secretion); THP-1 LPS/ATP IL-1B secretion, AlphaLISA, 16 h; hits give low values; activity change, % at 57.5 µM; 360,000 compounds, 4.7% hits; AID 743279; in the data active = activity change below about -50%; inconclusive = mostly about -30% to -49%; also: % is scaled to controls: 0 for no effect and ±100 for the full control effect
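THP-1 cells pretreated 1 hr with compounds (up to 57.5 uM final), then stimulated with LPS (250 ng/mL final) plus ATP (1.25 mM final); secreted IL-1B measured by AlphaLISA after 16 hr, decreased signal indicating inhibition.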
* = called active by the depositor; u = inconclusive; x = not tested or not shown; & = joins results of further samples; ! = repeats disagree; [ ] = remark or other dose. Unless noted, calls follow the shape of the dose curve; as a rule, active = well fitted curve in the direction sought with a large enough effect; inconclusive = small, poorly fitted or top-dose-only effect, or another doubt; inactive = no such curve, though single readings can be large; an effect the other way counts as inactive or inconclusive. An excerpt, so the mix of outcomes need not match the whole.

1	Cc1cc(N(CCCl)CCCl)ccc1C=NNC(=O)c1cccnc1
2	CCOC(=O)c1c(N)n(Cc2ccccc2)c2nc3ccccc3nc12
3	O=C1NC(=O)N(c2ccc(Cl)cc2)C(=O)/C1=C/c1coc2ccc(O)cc2c1=O
4	CN1CCN(Cc2c(F)cccc2Cl)CC1
5	CCN1CC=C(c2c[nH]c3ccccc23)CC1
6	COc1ccccc1N1C(=O)NC(=O)/C(=C/c2ccc3c(c2)Cc2ccccc2-3)C1=O
7	COc1ccc(CC(=O)Nc2cc(Cl)ccc2C(=O)O)cc1
8	O=C(Cn1ncc2ccsc2c1=O)N1CCC2(CC1)OCCO2
assay / compound	1	2	3	4	5	6	7	8
HT1080 IDH1KD tx	-9.2%	u	-17.3%	8.4%	-22.6%	15.8%	0.1%	-12.5%
SW480 rereplic	u	5.6%	u	7.8%	0.2%	2.5%	-26.0%	1.7%
HT1080-NT tox	2.4%	u	-7.1%	10.9%	4.5%	3.6%	4.2%	-0.3%
MCF10A rereplic	u	-4.7%	19.3%	-2.4%	1.3%	-0.8%	0.2%	-5.9%
KB-V1 MDR tox	-7.3%	-16.8%	-19.2%	6.6%	16.0%	-6.7%	16.7%	u
WRN helicase inh	-7.1%	-1.2%	u	9.1%	-0.1%	-19.8%[11.6 µM]	-6.2%	-5.2%
KB-3-1 tox	-21.5%	-11.6%	-21.1%	2.5%	-5.0%	-0.6%	4.2%	9.8%
ATXN2 expr inh	1.78µM*	-18.0%	x	x	-9.9%	26.6%	-20.0%	16.0%
IL-1B inflam inh	0.4	-8.4	u	-7.5	18.2	-12.6	28.7	-8.5

9	CC1(O)C[C@]2(C)N(O)C3CCCC[C@@H]3N2O1 (stereo partly specified)
10	CCC1(C)CN(S(=O)(=O)OCC(Cl)(Cl)Cl)C(=O)N1 (stereo unspecified)
11	CC(=O)NC(Cc1ccc(N(CCCl)CCCl)cc1)C(=O)NC(C(=O)O)C(C)C (stereo unspecified)
12	CCC(COC(=O)c1cc(OC)c(OC)c(OC)c1)(c1ccccc1)N(C)C (stereo unspecified)
13	O=CNc1ccc(OP(=O)(Oc2ccccc2)Oc2ccccc2)cc1
14	O=C(CCC(=O)N1CC2C[C@@H](C1)Cn1c2cccc1=O)NCCc1ccccc1F
15	O=P(O)(O)C12CC3CC(CC(C3)C1)C2
16	CCCn1ncc(C(=O)O)c1C
assay / compound	9	10	11	12	13	14	15	16
HT1080 IDH1KD tx	14.8%	7.1%	13.6%	-0.4%&-21.8%&-2.6%	u	4.7%	-3.7%	12.3%
SW480 rereplic	0.5%[9.22 µM]	-2.5%	-4.5%	-5.8%&12.8%&-57.7%&0.0%	-19.0%	0.1%	-7.8%	1.9%
HT1080-NT tox	26.6%	15.2%	10.4%	u	u	12.9%	14.3%	10.0%
MCF10A rereplic	-3.7%	29.7%	14.1%	u	-10.2%	26.3%	-2.2%	-11.4%
KB-V1 MDR tox	23.8%	-1.6%	6.7%	u	-8.2%	u	-4.7%	28.2%
WRN helicase inh	7.3%	4.1%	7.1%	-9.3%&3.3%	-12.0%	8.1%	-0.3%	4.1%
KB-3-1 tox	0.7%	13.1%	10.7%	0.0%&-0.1%&0.0%	34.0%	0.0%	9.3%	2.2%
ATXN2 expr inh	-4.2%	5.6%	-4.2%	5.0%&2.6%&4.0%&34.9%	-28.2%	3.7%	9.4%	-5.8%
IL-1B inflam inh	0.0	38.1	-14.0	-52.5*!	-19.6	3.7	25.7	5.7

17	CCOC(=O)c1c(C)c(C(=O)N2CCC3(CC2)OCCO3)c(C)n1CC
18	Cc1c(C=C2C(=O)N(C)C(=O)N(C)C2=O)c(=O)n(-c2ccccc2)n1C
19	CCOC(=O)[C@@]12C(=O)C(=O)N[C@]1(c1ccccc1)C1OCCCC12 (stereo partly specified)
20	CC(CCN1CC1)=NNC(=O)Nc1cccc2ccccc12
21	O=C1NC(=S)NC(=O)C1Cc1ccccc1O
22	CC(C)(C)NS(=O)(=O)c1cccc(S(=O)(=O)c2cccc(S(=O)(=O)NC(C)(C)C)c2)c1
23	O=C(O)CCCC[C@@H]1SC[C@@H]2NC(=O)N[C@@H]21
24	NC(Cc1ccc(F)cc1)c1csc(Nc2ccccn2)n1 (stereo unspecified)
25	COP(=S)(OC)Oc1ccc(SC)c(C)c1
26	CCOC(=O)C1CCN(/C=C2/C(=O)NC(=O)N(c3cccc(C)c3C)C2=O)CC1
assay / compound	17	18	19	20	21	22	23	24	25	26
HT1080 IDH1KD tx	10.8%	23.0%	-1.0%	3.4%	4.4%	u	4.6%	23.1µM*	-1.1%	1.9%
SW480 rereplic	-10.6%	u	-5.7%	16.1%	-5.9%	u	3.1%	x	-7.5%&-4.4%	4.1%
HT1080-NT tox	8.9%	12.8%	1.0%	5.2%	-2.7%	u	6.6%	u	-2.0%	-0.8%
MCF10A rereplic	-2.4%	u	-0.9%	u	-5.8%	21.1%	-4.4%	x	0.0%&4.9%	0.9%
KB-V1 MDR tox	7.5%	u	3.0%	10.3%	3.0%	14.6µM*	15.4%	u	1.8%	7.7%
WRN helicase inh	-5.3%	-13.2%	-24.2%[57.1 µM]	4.7%	-5.8%	0.5%	7.1%	-5.3%[57.1 µM]	-0.1%	4.5%
KB-3-1 tox	0.0%	19.4%	-4.3%	-16.1%	13.3%	3.2%	0.0%	5.9%	-2.8%	u
ATXN2 expr inh	-3.3%	-0.6%	-4.9%	-36.9%	-3.7%	-21.4%	4.5%&6.3%	u	-9.6%&-2.3%	x
IL-1B inflam inh	14.0	4.8	13.4	0.0	-14.0	-18.6	-106.1*	-50.7*	8.0	-2.9

Some of these compounds in order of length of the SMILES, largest number first:
22	CC(C)(C)NS(=O)(=O)c1cccc(S(=O)(=O)c2cccc(S(=O)(=O)NC(C)(C)C)c2)c1
17	CCOC(=O)c1c(C)c(C(=O)N2CCC3(CC2)OCCO3)c(C)n1CC
23	O=C(O)CCCC[C@@H]1SC[C@@H]2NC(=O)N[C@@H]21
24	NC(Cc1ccc(F)cc1)c1csc(Nc2ccccn2)n1 (stereo unspecified)
assay / compound	22	17	23	24
HT1080 IDH1KD tx	u	10.8%	4.6%	23.1µM*
SW480 rereplic	u	-10.6%	3.1%	x
HT1080-NT tox	u	8.9%	6.6%	u
MCF10A rereplic	21.1%	-2.4%	-4.4%	x
KB-V1 MDR tox	14.6µM*	7.5%	15.4%	u
WRN helicase inh	0.5%	-5.3%	7.1%	-5.3%[57.1 µM]
KB-3-1 tox	3.2%	0.0%	0.0%	5.9%
ATXN2 expr inh	-21.4%	-3.3%	4.5%&6.3%	u
IL-1B inflam inh	-18.6	14.0	-106.1*	-50.7*
